# LGR2 antag: Drosophila LGR2 receptor signaling inhibition | HEK293 LGR2, CRE-luciferase, bursicon-stimulated, 4 h | inhibition, % at 9.99 µM | 0.35% of 380,000 active;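 active = drop in luminescence signal, shown as inhibition above about 50% in the replicate tests, limit read from the data, passing the limit was not always enough; inconclusive = probably only some replicates passing the limit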;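 also: agonist challenge used bursicon conditioned medium at about half maximal strength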
# PAX8 inh HTS: inhibitors of PAX8 transcriptional activity in RMG-I cells | inhibition, % at 12.6 µM | RMG-I TPO-luciferase reporter, SteadyGlo, 24 h | 1.2% of 360,000 active;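 active = mean replicate inhibition at least 60% with every replicate also reaching 60%; inconclusive = only one of the two criteria is met; inactive = mean below 60% and not all replicates reaching 60%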;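 also: luciferase light reporting Pax8 driven TPO promoter activity; plate controls were median of neutral control wells for no effect and mitoxantrone controls for full effect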
# EWS-Fli block: blocks EWS/Fli oncoprotein-driven transcription. inhibition, % at 12.6 µM. AID 651661. 0.67% of 350,000 active. A673 NR0B1-luciferase reporter, viability-normalised;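 active = mean inhibition of at least 50% after viability correction, with every replicate also passing that limit; inconclusive = mean reaches 50% but only one of two replicates passes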;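 also: firefly luciferase signal divided by Alamar Blue viability fluorescence both relative to DMSO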
# ERAP1 inh: inhibitors of human ERAP1 aminopeptidase; Q9NZ08; recombinant ERAP1, Leu-AMC fluorescence, 60 min; inhibition, % at 10.7 µM; 0.15% of 340,000 active;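 active = mean replicate inhibition of at least 30%, or all replicates individually reaching that 30% level; inactive = mean below 30% and not every replicate reaching it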;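 also: 0% = neutral control wells and 100% = L-leucinethiol positive control wells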
# Target sequence (Q9NZ08 whole entry, looked up): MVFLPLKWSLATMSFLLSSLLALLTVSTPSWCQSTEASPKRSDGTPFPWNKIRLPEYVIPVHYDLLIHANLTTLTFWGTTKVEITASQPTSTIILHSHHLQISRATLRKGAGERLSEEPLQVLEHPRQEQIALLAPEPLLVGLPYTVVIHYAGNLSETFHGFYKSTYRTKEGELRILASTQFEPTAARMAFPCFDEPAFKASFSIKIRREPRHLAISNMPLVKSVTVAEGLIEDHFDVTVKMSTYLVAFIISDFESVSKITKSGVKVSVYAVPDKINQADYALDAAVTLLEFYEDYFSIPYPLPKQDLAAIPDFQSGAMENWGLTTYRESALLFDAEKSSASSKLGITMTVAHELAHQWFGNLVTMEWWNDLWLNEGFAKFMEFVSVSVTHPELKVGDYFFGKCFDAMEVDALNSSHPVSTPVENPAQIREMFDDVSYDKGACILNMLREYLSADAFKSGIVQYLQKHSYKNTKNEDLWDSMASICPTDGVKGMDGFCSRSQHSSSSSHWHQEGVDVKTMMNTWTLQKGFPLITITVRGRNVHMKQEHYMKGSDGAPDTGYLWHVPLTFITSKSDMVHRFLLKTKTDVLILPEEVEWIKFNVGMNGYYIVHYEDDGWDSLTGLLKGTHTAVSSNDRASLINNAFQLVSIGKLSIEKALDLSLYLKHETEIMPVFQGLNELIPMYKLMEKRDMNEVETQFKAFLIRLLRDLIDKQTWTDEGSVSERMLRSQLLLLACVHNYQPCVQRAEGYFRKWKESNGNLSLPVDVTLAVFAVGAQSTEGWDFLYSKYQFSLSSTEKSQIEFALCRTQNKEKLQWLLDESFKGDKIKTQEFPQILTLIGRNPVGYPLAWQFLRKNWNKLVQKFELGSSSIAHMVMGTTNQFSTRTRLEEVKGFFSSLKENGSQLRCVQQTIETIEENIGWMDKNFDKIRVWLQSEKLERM
# FN deposit inh: fibronectin deposition inhibition; AID 743247; AH1F fibroblasts, Alexa488-fibronectin deposition fluorescence, overnight; inhibition, % at 12.6 µM; 0.086% of 350,000 active;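 active = mean inhibition across replicates of 30% or more, regardless of how many single replicates reach that level; inconclusive = mean under 30% yet at least half of replicates reach 30%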;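 also: positive control wells lacked labelled fibronectin entirely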
#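 Assay system: AH1F fibroblasts assembling fluorescent fibronectin matrix; Amount: 10000 AH1F cells per well; Buffer or medium: DMEM, 2% serum; Probe or stimulus: Alexa488-fibronectin, 24 nM final in well; Doses: single compound dose, delivered by pin transfer; Incubation: 1 h adhesion, overnight exposure; Measured by: fluorescence 485/525 nm; Read-out: fibronectin deposition inhibition.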
# S100A4 inh HTS: blocks human S100A4 binding to myosin IIA peptide | P26447 | S100A4/TAMRA-MyoIIA peptide fluorescence polarization | inhibition, % at 10.7 µM | 0.14% of 360,000 active;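 active = mean inhibition of at least 70% across replicates, with every replicate also reaching that level; inconclusive = mean inhibition reaches 70% but some replicates fall short; inactive = mean inhibition below 70%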
# Target sequence (P26447 whole entry, looked up): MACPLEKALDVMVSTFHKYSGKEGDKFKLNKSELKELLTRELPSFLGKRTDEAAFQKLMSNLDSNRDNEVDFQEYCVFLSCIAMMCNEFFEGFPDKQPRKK
#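 Material: S100A4 monomer protein | Medium: HEPES pH 7.2 with CaCl2, KCl, NaCl, DTT, Triton | Reagent: Labelled myosin peptide probe, 5 nM | Doses: One dose per compound | Times: 5 min incubation before reading | Benchmarks: Neutral control DMSO, positive control TFP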
# PGC1a acetyl inh: PGC1a acetylation modulation, inhibitor mode; inhibition, % at 15.6 µM; U2OS PGC1a acetylation, AlphaScreen anti-acetyl-lysine; with virally co-expressed GCN5 acetyltransferase; 0.17% of 350,000 active;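 active = every replicate shows inhibition of at least 40%; inconclusive = mean inhibition at least 40% but some replicate below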;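 also: 0% = neutral control wells and 100% = positive control wells; some results beyond the cut were filed as inactive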
# PglD inh: blocks C. jejuni PglD acetyltransferase activity; purified PglD enzyme, DTNB colorimetric CoA detection; inhibition, % at 12.5 µM; 0.098% of 360,000 active; AID 602405; in the data active = inhibition above about 16%, passing the limit was not always enough; inconclusive = no clear call, values can overlap the other calls; also: strong numbers were not always called active
# An asterisk follows results filed as active; ? = inconclusive; nt = not tested or not shown; & = joins results of further samples.
SMILES	LGR2 antag	PAX8 inh HTS	EWS-Fli block	ERAP1 inh	FN deposit inh	S100A4 inh HTS	PGC1a acetyl inh	PglD inh
CC(=O)c1ccc(S(=O)(=O)N(C)C(C)CCc2ccco2)cc1 (stereo unspecified)	-15	-11	-2	1	0	-11	-8	0
C[C@H]1CN([C@@H](C)CO)S(=O)(=O)c2ccc(Br)cc2O[C@@H]1CN(C)C(=O)Nc1ccc2c(c1)OCO2	2&6	-4	1&-2	5&-1	6	-1&11	-7	-2&1
O=C(Nc1ccc(N2CCOCC2)c(S(=O)(=O)Nc2ccc(Cl)cc2)c1)c1cnccn1	12	18	0	1	-2	-8	7	-1
COc1cccc(F)c1C(C[N+](=O)[O-])c1c(N)n(C)c(=O)n(C)c1=O (stereo unspecified)	64*	100*	36	nt	5	-6	7	-4
CC(C)(C)OC(=O)CNC(=O)c1nc[nH]c1C(=O)N1CCc2ccccc2C1	3	3	1	4	-3	23	6	-1
CC1(C)Cc2c(c(N3CCOCC3)nc3sc(C(=O)Nc4ccccc4)c(N)c23)CO1	-68	-235	nt	-9	-6	-5	nt	4
CC(=O)N1C2=CCCC3CCCCC23c2ccccc21 (stereo unspecified)	22	8	13	3	-8	-4	2	nt
O=C(Nc1nc2ccccc2n1CCN1CCOCC1)c1ccc(Cl)cc1	-33	18	-70	2	-11	3	-5	nt
O=C(NCCCN1CCOCC1)c1ccc2nc(Cc3cccc(Cl)c3)oc2c1	20	12	0	-2	3	0	nt	2
CCC1CCCCN1S(=O)(=O)c1ccc(NC(=O)c2snnc2C)cc1 (stereo unspecified)	16	29	nt	0	5	-7	-8	0
COc1ccc2c3c([nH]c2c1)[C@@H](CO)N(C(=O)C1CCCCC1)CC31CN(S(C)(=O)=O)C1	6	1	8	0	-9	-13	nt	nt
CC(=O)c1c(N2CCOCC2)nc2ccc(Cl)cc2c1-c1ccccc1	14	24	1	-2	-1	-3	nt	nt
Cc1cc(C)n(Cc2ccc(C(=O)NN)o2)n1	10	-16	6	3	-4	2	2	nt
Cc1ccc(C(=O)NCCCNCCCN(C)C)cn1	nt	13	nt	nt	-1	nt	-4	-4
Cc1ccc(S(=O)(=O)N(C)C[C@@H]2Oc3c(NC(=O)NC4CCCCC4)cccc3C(=O)N([C@H](C)CO)C[C@@H]2C)cc1	-5	12	4	-2	nt	-7	6	0
Cc1ccc(C(=O)N/N=C2\CC3CC=CC23)c(C)c1 (stereo unspecified)	19	-14	2	-1	0	1	nt	nt
COc1ccc2oc(C(=O)OCC(=O)N(C)Cc3ccccc3)c(C)c2c1	5	-11	-2	0	-1	-5	nt	1
CC(=O)N1CCN(S(=O)(=O)c2cccc(C(=O)OCC(=O)N3CC(=O)Nc4ccccc43)c2)CC1	-7	17	8	-2	3	4	-15	nt
O=C(c1ncc[nH]1)c1ccccc1Cl	8	0	-2	2	1	-2	nt	4
O=C1NN(c2ccccc2)C(=O)C2C1C1C=CC2C12CC2 (stereo unspecified)	18	7	nt	nt	7	nt	nt	-9

# Given with each value named: part of the list above
> Cc1ccc(C(=O)NCCCNCCCN(C)C)cn1
  LGR2 antag: nt
  PAX8 inh HTS: 13
  EWS-Fli block: nt
  ERAP1 inh: nt
  FN deposit inh: -1
  S100A4 inh HTS: nt
  PGC1a acetyl inh: -4
  PglD inh: -4

> Cc1ccc(S(=O)(=O)N(C)C[C@@H]2Oc3c(NC(=O)NC4CCCCC4)cccc3C(=O)N([C@H](C)CO)C[C@@H]2C)cc1
  LGR2 antag: -5
  PAX8 inh HTS: 12
  EWS-Fli block: 4
  ERAP1 inh: -2
  FN deposit inh: nt
  S100A4 inh HTS: -7
  PGC1a acetyl inh: 6
  PglD inh: 0

# Other entries follow:
SMILES	LGR2 antag	PAX8 inh HTS	EWS-Fli block	ERAP1 inh	FN deposit inh	S100A4 inh HTS	PGC1a acetyl inh	PglD inh
CC(C)Cn1c(=S)[nH]c2cc(Cl)ccc21	-4	5	7	6	9	3	-6	2
CCNC(=O)C[C@@H]1CC[C@H]2[C@@H](COC[C@@H](O)CN2Cc2ccccc2F)O1	15	8	-1	4	-13	8	-1	1
CCCCCCCCCc1nc2sc3c(c2c(=O)n1NC(=O)c1ccccc1[N+](=O)[O-])CC(C)(C)OC3	3	7	-4	1	-3	-3	-1	nt
Cc1cccc(CN2CCN(Cc3nc4c(s3)CCCC4)CC2CCO)n1 (stereo unspecified)	-2	2	1	1	1	0	6	nt
OCC(CCc1c[nH]c2ccccc12)c1c[nH]c2ccccc12 (stereo unspecified)	1	26	-4	1	13	2	nt	nt
O=C(NCC1CCCO1)C1CCN(C2CCN(Cc3ccco3)CC2)CC1 (stereo unspecified)	19	13	-3	-5	-10	0	-2	2
CCN(CC)CCN(C(=O)c1cc2ccccc2cc1OC)c1nc2ccc(F)cc2s1	-7	-4	-3	-1	4	-2	-27	0
CN(C)C(=O)c1cccc(-c2ccc([C@@H]3[C@@H](C#N)N(C(=O)C4CCCCC4)[C@H]3CO)cc2)c1	-14	-10	-5	-2	6	-4	-18	1
COc1ccc(Cl)cc1N1C(=O)C2CCCN2C1c1cccc(F)c1 (stereo unspecified)	-2	-6	1	-2	4	-5	3	8
CCNC(=S)N(Cc1ccccc1)Cc1nc2ccccc2c(=O)[nH]1	-1	20	1	-2	3	-2	-7	0

# Other entries:
# The line under a structure holds: LGR2 antag	PAX8 inh HTS	EWS-Fli block	ERAP1 inh	FN deposit inh	S100A4 inh HTS	PGC1a acetyl inh	PglD inh
COc1ccccc1NC(=O)COc1ccc(C(=O)OCC(=O)NC(C)(C)C)cc1OC
 : ?	-10	-1	3	-1	-1	nt	nt
Cc1ccc(C)c(S(=O)(=O)N2CCN(C(=O)CCC(=O)c3cc(C)sc3C)CC2)c1
 : -1	6	9	13	8	-1	-2	0
CC1=C(C(=O)Nc2cccc(C(=O)N3CCC(C(N)=O)CC3)c2)SCCO1
 : 11	-2	nt	1	2	4	-2	3
COC(=O)C[C@@H]1CC[C@@H]2[C@@H](COc3ccc(NC(=O)Nc4cccc(C#N)c4)cc3C(=O)N2C)O1
 : 0	-5	76*	-1	-3	-1	2	-1
Cc1ccc(S(=O)(=O)N2CCC(C(=O)OC(C)C(=O)NCc3ccccc3)CC2)cc1C (stereo unspecified)
 : -3	-1	nt	-3	-4	-4	nt	-1
Cc1cc(/C=C(\C#N)C(=O)NCc2ccco2)c(C)n1-c1ccc(C(=O)O)cc1
 : nt	2	6	18	1	4	-9	nt
Cc1ccc(S(=O)(=O)CC(=O)c2cc3cccc(C)c3oc2=O)cc1
 : 4	-3	nt	-5	2	2	-10	1
CC1CN(CCOc2ccccc2-c2ccccc2)CC(C)O1 (stereo unspecified)
 : 5	1	3	3	-12	0	9	5
C[C@@H]1CN([C@@H](C)CO)C(=O)c2cc(NC(=O)CCCN(C)C)ccc2O[C@@H](C)CCCCO[C@@H]1CN(C)S(=O)(=O)c1cn(C)cn1
 : 2	0	-2	1	nt	2	20	-1
O=C(Nc1cccc(-c2cnc3ccccc3n2)c1)c1ccccc1
 : -27	nt	nt	nt	10	nt	3	1
Cc1c(CN2CCC(Oc3ccc(C(=O)N4CCCCC4)cc3)CC2)cnn1C
 : 15	0	5	0	0	-2	1	3
COc1ccc2cnnc(SCC(=O)Nc3ccccc3)c2c1OC
 : -31	35	1	2	4	4	5	-7
CCOc1ccc(Br)cc1C(=O)N/N=C/c1cccc(C)n1
 : 2	1	-3	2	-4	-3	-3	-9
Cc1cccc(C(C)C)c1NC(=O)COC(=O)CCC(=O)N(CC(C)C)c1c(N)n(CC(C)C)c(=O)[nH]c1=O
 : 0	-4	0	-1	0	-2	nt	-1
COc1ccc(S(=O)(=O)N2CCCCC2)cc1NC(=O)C1COc2ccccc2O1 (stereo unspecified)
 : 15	-4	3	-1	11	2	-1	-4
CCc1nc2c(OCc3cc(Cl)cc(Cl)c3)cccn2c1N(C=O)Cc1ccc(OC)cc1
 : 18	3	9	4	-18	-3	10	-1
COc1ccc(NC(=O)NNC(=O)COc2ccc3cc(Br)ccc3c2)cc1OC
 : 3	9	nt	1	nt	-4	0	1
CSc1ccc(NC(=O)C2(C)CCN2C(=O)c2sccc2C)cc1 (stereo unspecified)
 : -17	4	8	12	-1	3	4	0
Nc1ccc(N=Nc2ccccc2)c2ccccc12
 : -6	15	15	-2	9	-11	nt	nt
COc1cc(OC)c(C2SCCS2)c(OC)c1
 : -10	-6	nt	nt	4	nt	nt	2
Cc1cccc(OCC(=O)NNC(=O)CSc2ncc(C#N)c(N)n2)c1
 : nt	7	nt	nt	3	nt	-2	2
CC(C)C(=O)O/N=C(\N)c1ccc(Oc2ccc(Cl)cc2)c([N+](=O)[O-])c1
 : -35	-45	-20	-4	2	1	nt	nt
O=C(N/N=C/c1cn(Cc2cccc(F)c2)c2ccccc12)c1cc(O)cc(O)c1
 : -14	-9	5	0	5	-4	nt	5
O=C(Nc1ccc2c(c1)[C@H]1C[C@@H](CC(=O)N3CCOCC3)O[C@H](CO)[C@H]1O2)C1CCC1
 : 12	5	0	nt	2	nt	10	10
CCOc1ccc2nc(NC(=O)c3cccc(-c4cc5ccccc5oc4=O)c3)sc2c1
 : -5	-53	-21	3	1	0	nt	nt
O=C1CCC(C(=O)N2CCN(c3cnccn3)CC2)CN1CCc1ccccc1 (stereo unspecified)
 : 15	-14	-8	-4	-4	-4	nt	7
Cc1cc(C(=O)OCC(=O)N(C)c2ccccc2)ccc1[N+](=O)[O-]
 : -20	-13	4	0	-1	1	?	1
CO[C@@H]1CN(C)C(=O)c2cc(NC(=O)NC(C)C)ccc2OC[C@H](C)N(C(=O)C2CCC2)C[C@H]1C
 : -3	-6	-4	nt	nt	-4	2	-3
Cc1cc(C)n(CC(=O)NN)n1
 : -12	3	-4	-1	6	-3	nt	nt
O=C(O)CCSc1nnc(SCC(=O)NC2CCS(=O)(=O)C2)s1 (stereo unspecified)
 : -1	nt	-1	1	4	2	3	5
Cc1cccc[n+]1C1C(c2ccc([N+](=O)[O-])cc2)C(C#N)=C(C(=C=[N-])C#N)NC1(O)C1CC1 (stereo unspecified)
 : 8	-5	8	5	0	45	12	nt
Cc1noc(C)c1NC(=O)N(C)C[C@@H]1OCCCC[C@H](C)Oc2ccc(NC(=O)C3CCCCC3)cc2C(=O)N([C@@H](C)CO)C[C@H]1C
 : 6	-4	-2	1	nt	3	-8	1
CC1CC(C)(C)CC2(C1)NC(=O)N(CC(=O)N(C)Cc1nc3ccccc3c(=O)[nH]1)C2=O (stereo unspecified)
 : -3	10	6	-3	-2	-4	0	0

# Compound activity deposited in PubChem by Broad Institute.
